Screens: PubChem, National Center for Advancing Translational Sciences (NCATS)
DT40 TDP1 CPT: growth inhibition of DT40 Tdp1-/-;hTDP1 cells with camptothecin (screen for TDP1 inhibitors) | Potency, µM (titrated, usually from 46.2 µM), for inactives: at the highest dose activity change, negative = growth inhibition, usual class: inhibitors | 12% of 420,000 active | AID 686979 | chicken DT40 Tdp1-/-;hTDP1 cells + 20 nM CPT, ATP luminescence, 48 h; note: nearly all actives have a fitted effect of over 55% in size
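Chicken DT40 Tdp1-/- cells stably complemented with human TDP1 were seeded at 400 cells/well in medium containing 20 nM camptothecin, exposed to pin-transferred compounds, and grown at 37 °C for at least 48 hr. Viability was read as ATP luminescence.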
DT40 TDP1 no CPT: qHTS for Inhibitors of human tyrosyl-DNA phosphodiesterase 1 (TDP1): qHTS in cells in absence of CPT; 15% of 420,000 active; Potency, µM (highest dose often 46.2 µM), for the others: at the highest dose activity change, negative = growth inhibition, hits mostly inhibitors; DT40 Tdp1-/- hTDP1 cells, no CPT, ATP luminescence, 48 h; note: nearly all actives have a fitted effect of over 55% in size
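Growth kinetics read by CellTiter-Glo luminescence after ≥48 hr at 37 °C. Cells: DT40 Tdp1-/- stably carrying human TDP1, 400 per well, compound exposure in the absence of CPT (DMSO vehicle).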
KAT2A inh: blocks human GCN5L2 histone acetyltransferase; GCN5L2 HAT assay, ThioGlo1 CoA-SH fluorescence; Potency, µM (series often up to 58.9 µM), inactives show top-dose activity change, negative = inhibition, most hits filed as inhibitors; 0.21% of 390,000 active; AID 504327; Q92830
Target sequence (Q92830 whole entry, looked up): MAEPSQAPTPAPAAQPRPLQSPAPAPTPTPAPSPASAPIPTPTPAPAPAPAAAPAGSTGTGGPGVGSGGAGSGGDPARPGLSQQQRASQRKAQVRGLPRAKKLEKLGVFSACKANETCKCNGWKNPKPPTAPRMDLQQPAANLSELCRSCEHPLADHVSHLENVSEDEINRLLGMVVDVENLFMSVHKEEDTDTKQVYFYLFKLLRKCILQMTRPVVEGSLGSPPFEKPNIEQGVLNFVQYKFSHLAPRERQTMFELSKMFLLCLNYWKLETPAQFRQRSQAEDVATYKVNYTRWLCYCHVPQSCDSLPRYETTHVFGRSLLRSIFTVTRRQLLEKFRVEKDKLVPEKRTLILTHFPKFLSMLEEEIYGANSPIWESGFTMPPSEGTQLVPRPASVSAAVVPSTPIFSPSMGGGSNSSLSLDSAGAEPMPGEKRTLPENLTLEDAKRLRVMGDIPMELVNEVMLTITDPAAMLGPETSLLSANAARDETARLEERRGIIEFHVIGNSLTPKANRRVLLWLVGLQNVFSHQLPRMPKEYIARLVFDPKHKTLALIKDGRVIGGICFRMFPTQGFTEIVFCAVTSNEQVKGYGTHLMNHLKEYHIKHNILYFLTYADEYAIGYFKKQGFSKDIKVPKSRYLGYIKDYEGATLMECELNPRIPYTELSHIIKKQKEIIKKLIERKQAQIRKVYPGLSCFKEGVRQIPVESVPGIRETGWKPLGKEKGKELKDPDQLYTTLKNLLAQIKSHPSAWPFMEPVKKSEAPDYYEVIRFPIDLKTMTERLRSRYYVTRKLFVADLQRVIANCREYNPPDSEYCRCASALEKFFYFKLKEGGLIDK
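ThioGlo1-coupled HAT assay: 20nM GCN5L2, 70uM acetyl-CoA, 75uM H3(1-25) peptide, pH 7.5. Fluorescence read at 340/540nm at start and after 20 min at room temperature.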
Starred values were filed as active, the others as inactive; ? = inconclusive; · = no result given; & = joins results of further samples; [ ] = dose if it differs, or a comment. Calls come from the whole dose curve; as a rule, active = well fitted curve in the direction sought with a large enough effect; inconclusive = small, poorly fitted or top-dose-only effect, or another doubt; inactive = no such curve, though single readings can be large; an effect the other way counts as inactive or inconclusive. % is set by controls: 0 for no effect and ±100 for the full control effect; potency is the fitted concentration of half-maximal effect.

The opening two compounds (preview)
SMILES	DT40 TDP1 CPT	DT40 TDP1 no CPT	KAT2A inh
Cc1[nH]n(C(N)=S)c(=O)c1N=Nc1cccc(Cl)c1	?	?	24%
CCOc1ccc(NS(=O)(=O)c2ccc(C(=O)NNC(=O)c3ccccc3O)cc2)cc1	?	?	-4%

The listing (from the top)
SMILES	DT40 TDP1 CPT	DT40 TDP1 no CPT	KAT2A inh
Cc1[nH]n(C(N)=S)c(=O)c1N=Nc1cccc(Cl)c1	?	?	24%
CCOc1ccc(NS(=O)(=O)c2ccc(C(=O)NNC(=O)c3ccccc3O)cc2)cc1	?	?	-4%
Cc1cc(C)cc(NC(=O)[C@H](NC(=O)[C@@H]2Cc3ccccc3CN2)c2ccccc2)c1	?	26µM*	-3%
Cc1cccc(N=C2NC(=O)/C(=C/c3cccnc3)S2)c1C	?	-27%	-8%
O=C(O)CCc1nc2ccccc2c(=O)[nH]1	1%	5%	-13%
CCOc1ccc(CC(=O)Nc2c(C(=O)c3ccc(F)cc3)oc3ccc(Cl)cc23)cc1OCC	-5%	-2%	1%
CCCOc1ccc(/C=N/Nc2ccccc2[N+](=O)[O-])c(OCCC)c1	-11%	?	-11%
O=C(c1ccc2ccccc2c1)N1CCN(c2ccc([N+](=O)[O-])c(N3CCOCC3)c2)CC1	?	-20%	-21%
CCCCOc1ccc(C(=O)NCC(=O)NCC(c2cccs2)N2CCOCC2)cc1 (stereo unspecified)	-7%	-18%	3%
O=C(CN(Cc1ccco1)C(=O)CNS(=O)(=O)c1ccc(F)cc1)NCc1ccc(F)cc1	-5%	-8%	-5%

Complete entries from above:
O=C(CN(Cc1ccco1)C(=O)CNS(=O)(=O)c1ccc(F)cc1)NCc1ccc(F)cc1 across the screens: DT40 TDP1 CPT = -5%; DT40 TDP1 no CPT = -8%; KAT2A inh = -5%
Cc1cccc(N=C2NC(=O)/C(=C/c3cccnc3)S2)c1C across the screens: DT40 TDP1 CPT = ?; DT40 TDP1 no CPT = -27%; KAT2A inh = -8%

Pulled one by one from the list above:
SMILES	DT40 TDP1 CPT	DT40 TDP1 no CPT	KAT2A inh
Cc1[nH]n(C(N)=S)c(=O)c1N=Nc1cccc(Cl)c1	?	?	24%
Cc1cc(C)cc(NC(=O)[C@H](NC(=O)[C@@H]2Cc3ccccc3CN2)c2ccccc2)c1	?	26µM*	-3%
O=C(c1ccc2ccccc2c1)N1CCN(c2ccc([N+](=O)[O-])c(N3CCOCC3)c2)CC1	?	-20%	-21%
CCCOc1ccc(/C=N/Nc2ccccc2[N+](=O)[O-])c(OCCC)c1	-11%	?	-11%

Continuation.
SMILES	DT40 TDP1 CPT	DT40 TDP1 no CPT	KAT2A inh
CCCCCCCCCCCCS(=O)(=O)CCC(=O)O	-8%	5%	0%
Cc1ccnc(SCC(=O)N2CCCc3ccccc32)n1	-3%	1%	-6%
COc1ccc(-c2onc(C)c2-c2cnn(-c3ccccc3)c2)c(O)c1C	?	?	-16%
CNC(=O)CSc1cn(CC(=O)N2CCCCCC2)c2ccccc12	-16%	-15%	-6%
COc1ccc(NC(=O)CN(C)S(=O)(=O)c2ccc3c(c2)n(C)c(=O)c(=O)n3C)cc1	-1%	16%	-17%
COc1ccc(NC(=O)c2sc3nc(-c4cccnc4)ccc3c2N)cc1OC	5%	-28%	-21%
O=C(Nc1ccc2nc3n(c(=O)c2c1)CCCC3)c1cccc(F)c1	-30%	-21%	-4%
CCc1cccc(CC)c1N(COC)C(=O)Cn1ccccc1=N	-3%	-4%	-1%
O=C(CCN1C(=O)/C(=C/c2ccc(F)cc2)SC1=S)NC1CCS(=O)(=O)C1 (stereo unspecified)	-7%	-10%	-25%
Cc1ccc(C)c(NC(=O)CN(C)C(=O)Cn2c(=O)oc3ccccc32)c1	3%	1%	0%
Cc1nnc(N(C)C(=O)c2cccnc2)s1	-8%	-6%	-1%
Cn1cc([C@]2(O)C(=O)Nc3ccc(Br)cc32)c2ccccc21	?	?	·
OC(c1ccccc1)c1nc(-c2cc3ccccc3o2)cs1 (stereo unspecified)	-27%	-16%	·
Cc1cc(OC(F)F)ccc1NC(=S)NC1CCCC1	-1%	2%	-6%
NS(=O)(=O)c1ccc(CCNC(=O)CN2C(=O)c3ccccc3S2(=O)=O)cc1	-10%	4%	0%
Cc1[nH]n(-c2ccccc2)c(=O)c1CCO	-4%	-9%	-23%
Cc1ccccc1Cn1c2ccccc2c2cnn(CC(=O)NCc3cccc(Cl)c3)c(=O)c21	15µM*	-103%	-6%
Cc1cc(NS(=O)(=O)c2ccc(NC(=O)COc3ccc(C#N)cc3)cc2)nc(C)n1	-2%	-1%	-3%
CC(C)C(NC(=O)c1ccc(Cl)cc1Cl)C(=O)N1CCC1 (stereo unspecified)	-1%	-1%	-2%
CCOc1ccc(/C=C\C(C)=N\O)cc1	0%	-13%	?
CCCCCC1=C(C(=O)OC)C(C(=O)OCC)N(S(=O)(=O)C(F)(F)F)c2ccccc21 (stereo unspecified)	?	21µM*	-16%&2%
COc1ccccc1N1CCN(S(=O)(=O)c2ccc(F)c(C(=O)Nc3ccc(C)c(F)c3)c2)CC1	16µM*	?	-9%
O=C(CSc1nc2ncc(Cl)cc2[nH]1)c1ccc2c(c1)OCO2	5%	-29%	-16%
CC(C)Nc1nc(NC(C)C)nc(Nn2cnnc2)n1	8%	-7%	-4%
Cc1cccc(C(=O)OCc2cnc(Cl)s2)c1	4%	-2%	2%
COc1ccc(C)cc1S(=O)(=O)Nc1ccncc1	7%	10%	0%
CCOC(=O)C1CCCN(c2nc3ccccc3nc2C(C#N)C(=O)OC(C)COC)C1 (stereo unspecified)	-15%	?	5%
COc1cc(C(=O)OC(C)CN2C(C)CCCC2C)cc(OC)c1OC (stereo unspecified)	7%	15%	-8%
CCOc1cc(C(=O)NC(=S)Nn2cnnc2)cc(OCC)c1OCC	2%	3%	-2%
CC(=O)c1ccc(OCC(=O)N2CCCC(Nc3ccc(C)c(C)c3)C2)cc1 (stereo unspecified)	-2%	-29%	-1%
COc1ccc(-c2cc(C(F)(F)F)n3nc(C(=O)Nc4sc5c(c4C(=O)OC(C)C)CCC(C)C5)cc3n2)cc1 (stereo unspecified)	13%	1%	-13%
Cc1ccc(NC(=O)CN(C)C(=O)COc2cccc3cccnc23)cc1	3.7µM*	2.9µM*	-2%
Cc1cc(C)n2nc(C(=O)Nc3ccc4c(c3)OCO4)nc2n1	-7%	?	-10%
Cc1ccc2occ(C(c3nnnn3C3CCCC3)N3CCN(C(=O)c4ccco4)CC3)c(=O)c2c1 (stereo unspecified)	16µM*	?	-7%
COc1ccc(OCC(=O)NNC(=O)C(=O)Nc2ccc(C)cc2)cc1	-1%	1%	-9%
C/C(=N\Nc1ccc(Cl)c(C(=O)O)c1)c1ccc(N2CCOCC2)cc1	2%	-5%	-16%
COc1ccc(S(=O)(=O)Nc2c(C)ccc3nsnc23)cc1OC	1%	-2%	-1%
O=C(NNC(=O)c1ccc(Br)o1)c1csc(N2CCOCC2)n1	9%	-23%	1%
COC1=C(Br)C(=O)c2ncccc2C1=O	0.52µM*	0.58µM*	·
COCC(=O)Nc1ccc(S(=O)(=O)N2CCCC2)cc1	8%	-9%	1%

Structures shown so far with a cyano group:
SMILES	DT40 TDP1 CPT	DT40 TDP1 no CPT	KAT2A inh
Cc1cc(NS(=O)(=O)c2ccc(NC(=O)COc3ccc(C#N)cc3)cc2)nc(C)n1	-2%	-1%	-3%
CCOC(=O)C1CCCN(c2nc3ccccc3nc2C(C#N)C(=O)OC(C)COC)C1 (stereo unspecified)	-15%	?	5%

Carrying on.
SMILES	DT40 TDP1 CPT	DT40 TDP1 no CPT	KAT2A inh
CCc1cc(C(=O)N2CCN(S(=O)(=O)c3cc(C)ccc3C)CC2)sc1C	?	-20%	-24%
CC(C)(C)NC(=O)C(c1cccs1)N(C(=O)c1csnn1)c1cccc(F)c1 (stereo unspecified)	-19%	-5%	2%
CCCCN(C)C(=O)c1cn(CC)c2ccc(S(=O)(=O)N(C)C)cc2c1=O	0%	-10%	-5%
O=C(O)c1c(C(=O)O)c2ccccc2[nH]c1=O	-18%[9.04 µM]	-9%[9.04 µM]	·
O=[N+]([O-])c1cc(-c2ccc(/C=N\n3cnnc3)o2)cc([N+](=O)[O-])c1	2%	-16%	1%
Clc1ncc(CN2CCN(c3ccccc3)CC2)s1	-13%	-6%	-3%
COc1ccc(C(=O)NCc2nnc(SCC(=O)Nc3ccccc3F)o2)cc1	?	14%	-7%
Cc1ccc(CNC(=O)Cn2c(=O)oc3ccccc32)o1	-26%	?	-1%
CCCCCn1nc(C(=O)OCC(=O)c2c(N)n(C)c(=O)n(C)c2=O)c2ccccc2c1=O	?	21µM*	-15%
COc1ccc(Cl)cc1NC(=O)Nc1c[nH]c(=O)[nH]c1=O	0%	5%	23%
CSCC[C@H](NC(=O)Nc1ccccc1C)C(=O)O	11%	-16%	-1%
COc1ccc(-n2c(SCC(=O)NCC3CCCO3)nc3c(c2=O)SCC3)cc1 (stereo unspecified)	7%	-13%	-15%
COc1cc(OC)c(C2C(C(=O)Nc3ccc(C)cc3C)=C(C)Nc3ncnn32)cc1OC (stereo unspecified)	?	-1%	1%
O=C(Cn1c(=O)n(-c2ccccc2)c(=O)c2sc3ccccc3c21)N1CCCC1	-24%	-12%	1%
COCCn1c(=O)c(-c2cccs2)nc2cnc(Oc3ccc(OC)cc3)nc21	?	26µM*	-25%
Brc1cccc(-c2cnn3c(-c4ccccc4)cc(-c4ccccc4)nc23)c1	-17%	-9%	-2%
COc1ccc(/C=C2\CCc3c2nc2ccccc2c3C(=O)O)cc1OC	-19%	-25%	?
Cc1ccc(NC(=O)C(OC(=O)c2cnc(C)cn2)c2ccccc2)c([N+](=O)[O-])c1 (stereo unspecified)	-27%	?	-4%
O=c1[nH]c(NNC(=S)NC2CCCCC2)nc2c1C1(CCCC1)Cc1ccccc1-2	0%	-1%	-16%
Cc1cc(C(=O)NNC(=O)CN2C(=O)NC(C)(c3ccccc3)C2=O)c(C)o1 (stereo unspecified)	5%	1%	2%
Nc1ccccc1N1C(=O)c2cccc3cccc(c23)C1=O	-25%	?	·
COc1ccc(NC(=O)COC(=O)Cc2c[nH]c3ccccc23)cc1Cl	23%	7%	0%
C[C@H](NC(=O)C[C@@H]1CC[C@H]2[C@@H](COC[C@H](O)CN2Cc2ccc(C(F)(F)F)cc2)O1)c1ccccc1	18µM*	21µM*	·
Cc1ccc(S(=O)(=O)NCC(=O)OCC(=O)c2ccc(S(=O)(=O)N3CCCCC3)cc2)cc1C	-15%	21%	·
CCOC(=O)c1c(NC(=O)CSc2nc3ccccc3c(=O)n2-c2ccc(F)cc2)sc(C(C)=O)c1C	-7%	13%	2%
CC(=O)Nc1ccc(NC(=O)CSc2nc(C)nc3sc(C)c(C)c23)cc1	1%	?	-9%
CO/N=C/NC(=O)NOCc1ccc(Cl)cc1Cl	1%	-7%	-3%
Cc1ccccc1OCC(=O)Nc1ccccc1N1CCC(C)CC1	-1%	-22%	1%
COc1ccc(CNC(=O)CN(C(=O)c2snc(C(N)=O)c2N)c2ccc(F)cc2)cc1	-11%	-3%	-5%
CC(=O)c1ccccc1OC(=O)CCN1C(=O)c2ccccc2C1=O	5%	-13%	-3%
Cc1ccc(N2CCN(S(=O)(=O)N3CCCCCC3)CC2)cc1Cl	-17%	-38%	-3%
Cc1ccc(NC(=O)NNC(=O)c2ccccc2)cc1	9%	-3%	2%
CCn1c(=O)n(CC(=O)NCc2ccco2)c(=O)c2ccccc21	2%	-16%	-5%
O=c1c2ccccc2cnn1-c1ccc(Cl)cc1	1%	-3%	1%
CC1(C(=O)NCc2ccco2)Cc2c(-c3cccc(C(N)=O)c3)ccnc2O1 (stereo unspecified)	4.1µM*	5.8µM*	·
COCCn1c(=O)c(-c2ccc(Cl)cc2)nc2cnc(Oc3ccc(OC)cc3)nc21	?	-4%	-16%
COc1ccccc1CNC(=O)CCCC(=O)n1ncc2cc(C)ccc21	-24%	1%	0%
CN(C)C(=O)c1sccc1Oc1ccc(F)cc1[N+](=O)[O-]	6%	0%	-4%
Clc1cccc(-c2cc3nc(NCCOc4ccccc4)ccn3n2)c1	-2%	-5%	·
COCC(=O)N1CCC2(CC1)CCN(C(c1ccccc1)c1ccccc1)CC2	-2%	-14%	-5%
Nc1c(C(=O)Nc2cccc(F)c2)nnn1-c1cccc(C(F)(F)F)c1	?	?	-3%&-15%
COc1cc(C(=O)O)c2ccccc2n1	4%	0%	13%
COc1ccc(C2CC(=O)c3cnc(NC(=O)c4ccccc4)nc3C2)c(OC)c1 (stereo unspecified)	6.5µM*	7.3µM*	-3%

This is a subset; the hit share may differ from the screen's.
